Screening results deposited in PubChem BioAssay by National Center for Advancing Translational Sciences (NCATS).
JMJD2A Tudor inh: blocks the human JMJD2A Tudor domain; actives 4.4% (n = 390,000); AlphaScreen JMJD2A-Tudor / H3K4me3 peptide binding; Potency, µM (highest dose often 114 µM), without a hit: at the highest dose activity change, negative = inhibition, hits mostly inhibitors; further: potency means the concentration at half of the fitted maximal effect; on the % scale 0 is the no-effect control and ±100 the full control effect; nearly all actives have a fitted effect of over 50% in size
HP1b chromo inh: inhibitors of HP1-beta chromodomain binding to methylated histone tails | actives 0.56% (n = 390,000) | AID 540317 | Potency, µM (top dose mostly 114 µM), for the others: at the highest dose activity change, negative = inhibition, most hits filed as inhibitors | P83916 | AlphaScreen HP1-beta / biotin-H3K9me3 peptide binding; further: potency means the concentration at half of the fitted maximal effect; nearly all actives have a fitted effect of over 70% in size; inactives centre near 23
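HP1-beta protein (50 nM final) preincubated 30 min at room temperature with biotinylated H3(1-18)K9me3 peptide (50 nM) in PBS pH 7.4, 0.01% Tween-20, then compound added for 30 min. AlphaScreen streptavidin donor/nickel chelate acceptor beads (10 ug/mL final), 30 min dark, luminescence read.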
GLS inh: blocks human kidney-isoform glutaminase activity | GLS enzymatic activity, qHTS titration | AID 624170 | actives 0.21% (n = 410,000) | Potency, µM (series often up to 45.5 µM), inactives show at the top dose activity change, negative = inhibition, actives largely listed as inhibitors; further: potency means the concentration at half of the fitted maximal effect; on the % scale 0 is the no-effect control and ±100 the full control effect
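Compounds were pin-transferred onto hKGA, after which L-glutamine (1 mM solution) and a detection mix of glutamate oxidase, HRP and Amplex Red were added. Initial and 30 min RT fluorescence reads were collected.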
ERG Ets-DNA blk: blocks human ERG Ets domain binding to DNA | fluorescence polarization, His-ERG Ets domain / labelled DNA | P11308 | AID 624246 | actives 0.028% (n = 370,000) | Potency, µM (doses to about 76.9 µM), without a hit: top-dose FP activity, negative = inhibition, usual class: inhibitors; active means well fitted inhibition curve with a large enough effect in the polarisation, with a control signal flat; inconclusive means small, poorly fitted or top-dose-only effect, or effect the other way, or a change in a side signal; inactive means no such curve, though single readings can be large or run the other way; the % refers to the polarisation;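 further: polarization taken with two DNA probes labelled with fluorescein and Texas red; potency means the concentration at half of the fitted maximal effect; % of control where 0% means no effect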
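His-tagged ERG Ets domain (1 uM in the protein solution; 300mM KCl, 50mM Tris-HCl, 1mM EDTA, 1mM DTT, pH 7.5) received compound, then a probe mix of 5 nM fluorescein-DNA and 100nM Texas-615-DNA. Fluorescence polarization was read for both dyes.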
G9a block: blocks human histone lysine methyltransferase G9a. Potency, µM (series often up to 102 µM), without a hit: at the highest dose activity, negative = inhibition, usual class: inhibitors. actives 8.8% (n = 350,000). AID 504332. Q96KQ7. G9a H3K9 monomethylation, AlphaScreen, 2 h; further: potency means the concentration at half of the fitted maximal effect; on the % scale 0 is the no-effect control and ±100 the full control effect; nearly all actives have a fitted effect of over 75% in size
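Step 1: enzyme (final 20 nM) with compound, 15 min RT. Step 2: substrate peptide 500 nM and SAM 20 uM, 2 h RT. Step 3: anti-H3K9me1 antibody and AlphaScreen beads, 10 min, then plate read.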
BAZ2B block: BAZ2B (human) inhibition; Q9UIF8; AlphaScreen BAZ2B-H3K14Ac peptide displacement; Potency, µM (highest dose often 114 µM), for inactives: at the highest dose activity change, negative = inhibition, usual class: inhibitors; actives 4.4% (n = 360,000); AID 504333; further: potency means the concentration at half of the fitted maximal effect; on the % scale 0 is the no-effect control and ±100 the full control effect; nearly all actives have a fitted effect of over 60% in size
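BAZ2B 50 nM plus b-H3(5-23)K14Ac 50 nM, PBS pH 7.4/0.01% Tween-20, 30 min RT; compound added (max 110 uM), 30 min RT; streptavidin donor/Ni-chelate acceptor beads 10 ug/mL final, 20 min dark; AlphaScreen read.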
Pin1 inhibitor: inhibitors of human Pin1 | Q13526 | Pin1 FP peptide displacement, HiFluor488, 10 min | Potency, µM (titrated, usually from 115 µM), without a hit: at the highest dose activity, negative = inhibition, actives largely listed as inhibitors | actives 0.009% (n = 390,000) | AID 504891; active means well fitted inhibition curve with a large enough effect in the polarisation, with a control signal flat, not every such curve was filed as active; inconclusive means small, poorly fitted or top-dose-only effect, or effect the other way, or a change in a side signal; inactive means no such curve, though single readings can be large or run the other way; the % refers to the polarisation; further: potency means the concentration at half of the fitted maximal effect; on the % scale 0 is the no-effect control and ±100 the full control effect
PI4K2A block: inhibitors of human PI4K2A. actives 0.13% (n = 420,000). purified PI4K2A, ADP-Glo luminescence, 1 h; stronger effect = lower value. activity change, negative = inhibition, % at 76.9 µM. Q9BTU6; in the data active means activity change below about -50%; inconclusive means mostly about -30% to -49%;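 further: -100% = wells without enzyme as full effect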
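Compounds are screened against recombinant PI4K2A using PI as substrate and ATP, the latter dispensed at 300 microM. Reactions run one hour at ambient temperature before ADP-Glo detection; full inhibition defined by wells lacking enzyme.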
PGK inhibitor: T. brucei PGK inhibition. Potency, µM (series often up to 57.5 µM), for inactives: top-dose activity change, negative = inhibition, hits mostly inhibitors. P07378. AID 602233. actives 0.043% (n = 380,000). PGK/GAPDH coupled, Kinase-Glo luminescence, 60 min; further: potency means the concentration at half of the fitted maximal effect; on the % scale 0 is the no-effect control and ±100 the full control effect; nearly all actives have a fitted effect of over 60% in size
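Luminescent ATP detection (Kinase-Glo Plus) follows a 60-minute room-temperature incubation, with wells lacking PGK as controls. Buffer: 100 mM TEA (pH 7.6), 5 mM MgCl2, 0.01% Tween-20. Coupling enzyme GAPDH (100 nM final) supplies unstable 1,3-BPG in-well.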
* marks the source's active call; other numbers are inactive results; i = inactive; ? = inconclusive; nt = no result given; [ ] = dose if it differs, or a comment. Unless noted, the call rests on the fitted dose curve; in most records, active means well fitted curve in the direction sought with a large enough effect; inconclusive means small, poorly fitted or top-dose-only effect, or another doubt; inactive means no such curve, though single readings can be large; an effect the other way counts as inactive or inconclusive.

The line under a structure holds: JMJD2A Tudor inh | HP1b chromo inh | GLS inh | ERG Ets-DNA blk | G9a block | BAZ2B block | Pin1 inhibitor | PI4K2A block | PGK inhibitor
- CN(C)C(=O)C(=O)c1cccn1-c1ccccc1C#N
  -5% | 45%[activator] | 8% | 1% | 25%[12.7 µM] | -5% | 2% | 3 | -4%
- COc1ccc(CNc2nc(-c3cccnc3)nn2C(=O)C(C)C)cc1
  -2% | 48%[activator] | 13% | 17% | -13% | ? | -1% | -6 | 5%
- CN(C)c1ccc(CNn2cnnc2SCC(=O)NC(C)(C)C)cc1
  -6% | 39% | -17% | -2% | 15%[0.501 µM] | -7% | -4% | 3 | i
- Cc1cc(C)n(CC(O)COc2ccc(C(C)(C)C)cc2)n1 (stereo unspecified)
  79µM* | ? | 4% | -7% | nt | -2% | 6% | 5 | 0%
- O=C(CN1CCOCC1)N/N=C/c1ccccc1
  1% | 10% | 2% | 9% | 9%[59 µM] | -4% | -4% | -6 | -6%
- CCOC(=O)C1CCN(c2c(NCc3ccc(C(=O)NC4CCCC4)cc3)c(=O)c2=O)CC1
  -6% | 33% | 1% | -6% | 8% | 12% | 5% | 2 | -1%
- FC(F)(F)c1cc(CCN2CCNC[C@@H]2CC2CCCCC2)cc(C(F)(F)F)c1
  ? | 18% | 7% | 2% | nt | nt | 6% | -2 | 2%
- COc1ccc(OCC(=O)NNC(=O)c2cc3ccccc3o2)cc1
  -4% | 26% | 16% | 15% | -9% | -4% | -1% | 2 | 6%
- Cc1ccc(C)c(S(=O)(=O)N2CCN(C(=O)CSc3ccccc3)CC2)c1
  4% | 47%[activator] | -1% | -2% | nt | -17% | -3% | -1 | -7%
- CC(C)CC(NC(=O)C(COCc1ccccc1)NC(=O)OC(C)(C)C)C(=O)NN (stereo unspecified)
  -27% | 26% | 11% | -6% | -12% | 4% | 1% | -3 | -5%

(list continues)
The line under a structure holds: JMJD2A Tudor inh | HP1b chromo inh | GLS inh | ERG Ets-DNA blk | G9a block | BAZ2B block | Pin1 inhibitor | PI4K2A block | PGK inhibitor
- COc1ccc(CCNC(=O)C2CCN(S(=O)(=O)c3ccc(Cl)cc3)CC2)cc1OC
  -3% | 27% | 3% | 0% | 15%[59 µM] | 0% | -7% | -11 | -7%
- COc1ccc(OC)c(-c2csc(N(Cc3ccco3)C(=O)c3cccs3)n2)c1
  ? | 11% | -1% | 1% | -2% | 14% | 10% | -2 | i
- Cc1ccc(S(=O)(=O)N2CCOCC2)cc1NC(=O)CSc1nnc(C2CC2)n1C1CC1
  -17% | 28% | 1% | -10% | -1%[12.7 µM] | 1% | 1% | 2 | 0%
- Nc1cc2c([N+](=O)[O-])cccc2o1
  -22% | -24% | 21% | -9% | 3%[2.33 µM] | 56µM* | 31%[activator] | -1 | -10%
- Cc1c(C)c2ccc(O[C@@H]3O[C@H](CO)[C@H](O)[C@H](O)[C@H]3O)c(C)c2oc1=O
  -1% | 39% | 10% | -3% | 3% | -2% | 6% | 6 | 10%
- CC1(C)CC(=O)c2cc(OCC(=O)O)ccc2O1
  -15% | 17% | -11% | -8% | -51% | ? | -3% | 2 | -4%
- COc1cccc(CN(CC(=O)NC2CCCC2)C(=O)CCC(=O)Nc2cc(C)on2)c1
  -12% | 25% | 3% | -12% | -25%[59 µM] | -1% | 2% | 3 | -5%
- COc1c(C)cc(C(=O)C2CCCN(C(=O)Cn3nc(C)nc3C)C2)cc1C (stereo unspecified)
  0% | 48%[activator] | -4% | -7% | 14% | -19% | -1% | 3 | -7%
- COc1ccccc1C(=O)NCCC(=O)N1CCCC(C(F)(F)F)C1 (stereo unspecified)
  -4% | 23% | -6% | 0% | nt | nt | 4% | -2 | -4%
- O=C(NCC1CCCO1)C1CCN(S(=O)(=O)c2ccccc2)CC1 (stereo unspecified)
  2% | 19% | 29% | 1% | -7% | -14% | -5% | 6 | -11%

Additional results follow:
The line under a structure holds: JMJD2A Tudor inh | HP1b chromo inh | GLS inh | ERG Ets-DNA blk | G9a block | BAZ2B block | Pin1 inhibitor | PI4K2A block | PGK inhibitor
- CN(C)CCCNC(=O)c1ccc(Cl)c(S(=O)(=O)N(C)c2ccccc2)c1
  -3% | 30%[activator] | nt | -1% | ? | ? | 0% | 4 | -4%
- O=C(OCc1nnc(-c2ccccc2)o1)c1cccc(-n2cnnn2)c1
  -13% | 20% | 1% | nt | 6%[0.501 µM] | 0% | 7% | 6 | 3%
- CC1=C(C(=O)Nc2ccccc2)C(c2ccc(O)cc2)n2nc(-c3ccc(Cl)cc3)nc2N1 (stereo unspecified)
  -14% | 32% | 17% | -2% | 16%[59 µM] | ? | 19% | -3 | 1%
- CCc1ccc(N(C(=O)CNC(=O)c2ccco2)C(C(=O)NCC2CCCO2)c2ccccc2)cc1 (stereo unspecified)
  -10% | 6% | 13% | -6% | nt | -11% | -18% | -1 | -6%
- O=C(COc1ccccc1)NCC(c1ccco1)N1CCN(c2ccccc2)CC1 (stereo unspecified)
  ? | -9% | 19% | -6% | 45µM* | -37% | -5% | 0 | -8%
- COc1cc(CC(=O)OCC(=O)Nc2ccc(S(=O)(=O)N3CCCC3)cc2)cc(OC)c1OC
  -11% | 18% | 6% | 5% | -7% | -2% | -1% | -8 | -7%
- COc1cc(C=O)ccc1OCCOCCOc1ccc(Cl)cc1
  -11% | 34%[activator] | 2% | -1% | 14%[12.7 µM] | 4% | 5% | -17 | -11%
- COc1ccc(-c2ccc3oc(-c4ccc(OC)cc4)c(C#CCO)c3c2)cc1
  -12% | 25% | 1% | -2% | nt | nt | -4% | -3 | -3%
- COC(=O)c1ccc(C(=O)N(Cc2ccccc2)c2ccccc2)cc1
  35% | 57%[activator] | 4% | 1% | 142%[activator] | 26% | 0% | 2 | 5%
- CCCCC(Br)C(=O)Nc1ccc(S(=O)(=O)Nc2cc(C)nc(C)n2)cc1 (stereo unspecified)
  -6% | 14%[57 µM] | -28% | -2% | 50µM* | -23% | 7% | 14 | 3%

Additional compounds
The line under a structure holds: JMJD2A Tudor inh | HP1b chromo inh | GLS inh | ERG Ets-DNA blk | G9a block | BAZ2B block | Pin1 inhibitor | PI4K2A block | PGK inhibitor
- CS(=O)(=O)N(CC(=O)N1CCOCC1)c1ccccc1Br
  5% | 21% | -7% | -15% | -7%[59 µM] | 1% | -7% | -1 | i
- CC(C)CNC(=O)CCCSc1nc2ccccc2[nH]1
  -12% | 37% | 0% | -5% | -5% | -3% | 3% | 15 | -9%
- O=C(NCc1ccccc1)C1CCC(=O)N(CCCN2CCCC2=O)C1 (stereo unspecified)
  0% | 31% | 3% | -8% | 13% | -8%[57.1 µM] | -1% | -1 | -1%
- O=C(O)c1c(C(=O)N2N=C3/C(=C/c4ccccc4)CCCC3C2c2ccccc2)cccc1[N+](=O)[O-] (stereo unspecified)
  -21% | 16% | -23% | 7% | 50µM* | ? | -8% | -2 | 7%
- COc1ccc(/C=C/C(=O)OCC(=O)c2ccc[nH]2)cc1
  4% | 45%[activator] | 0% | -5% | 20%[12.7 µM] | 8% | 16% | -1 | 2%
- O=c1[nH]c(N2CCCCC2)nc2ncn(Cc3ccccc3)c12
  -16%[11.4 µM] | -6% | 34%[activator] | -2% | -3%[59 µM] | 0% | -17% | -4 | i

Molecules listed so far that contain a furan ring, fused or not:
The line under a structure holds: JMJD2A Tudor inh | HP1b chromo inh | GLS inh | ERG Ets-DNA blk | G9a block | BAZ2B block | Pin1 inhibitor | PI4K2A block | PGK inhibitor
- COc1ccc(OCC(=O)NNC(=O)c2cc3ccccc3o2)cc1
  -4% | 26% | 16% | 15% | -9% | -4% | -1% | 2 | 6%
- COc1ccc(OC)c(-c2csc(N(Cc3ccco3)C(=O)c3cccs3)n2)c1
  ? | 11% | -1% | 1% | -2% | 14% | 10% | -2 | i
- Nc1cc2c([N+](=O)[O-])cccc2o1
  -22% | -24% | 21% | -9% | 3%[2.33 µM] | 56µM* | 31%[activator] | -1 | -10%
- CCc1ccc(N(C(=O)CNC(=O)c2ccco2)C(C(=O)NCC2CCCO2)c2ccccc2)cc1 (stereo unspecified)
  -10% | 6% | 13% | -6% | nt | -11% | -18% | -1 | -6%
- O=C(COc1ccccc1)NCC(c1ccco1)N1CCN(c2ccccc2)CC1 (stereo unspecified)
  ? | -9% | 19% | -6% | 45µM* | -37% | -5% | 0 | -8%
- COc1ccc(-c2ccc3oc(-c4ccc(OC)cc4)c(C#CCO)c3c2)cc1
  -12% | 25% | 1% | -2% | nt | nt | -4% | -3 | -3%

Compounds as they come; overall some 11% were active at least once.
